Screens: PubChem BioAssay, National Center for Advancing Translational Sciences (NCATS)
MLL CXXC-DNA inh = blocks binding of human MLL CXXC domain to DNA | MLL-CXXC / FITC-HOXA9 DNA fluorescence polarization | Potency, µM (highest dose often 115 µM), for the others: at the highest dose activity change, negative = inhibition, usual class: inhibitors | hit rate 0.037% among 290,000; active = well fitted inhibition curve with a large enough effect in the polarisation, with a control signal flat, not every such curve was filed as active; inconclusive = small, poorly fitted or top-dose-only effect, or effect the other way, or a change in a side signal; inactive = no such curve, though single readings can be large or run the other way; the % refers to the polarisation; note: potency is the fitted concentration of half-maximal effect
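Fluorescence polarization: 7 uM MLL-CXXC (stock) preincubated 5 min with compounds, then 50 nM fluorescein-HOX-A9 DNA (stock) added; 30 min ambient. Buffer 50 mM Tris-HCl pH 7.5, 50 mM NaCl, 1 mM DTT, 0.05% BSA.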
Coupling enz = inhibits coupling enzyme system, counter-screen for aldolase hits; AID 2472; hit rate 0.67% among 290,000; activity change, negative = inhibition, % at 58.2 µM, hits read low; coupling enzyme system counterscreen, AmpLite Red fluorescence; in the data active = activity change below about -30%; note: % is set by controls: 0 for no effect and ±100 for the full control effect
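Counterscreen of the coupled detection system alone, without aldolase: glyceraldehyde-3-phosphate coupling enzymes plus AmpLite Red readout. Compounds at 57.5 uM final, 10 min RT preincubation, 20 min RT reaction, fluorescence 525/598 nm.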
AT treatment = potential ataxia-telangiectasia treatments restoring KAP-1 phosphorylation | […] A-T fibroblasts, KAP-1 phosphorylation AlphaLISA; neocarzinostatin DNA damage 30 min before lysis | Potency, µM (series often up to 57.5 µM), for the others: top-dose activation, usual class: activators | hit rate 0.19% among 320,000 | AID 485349; note: potency is the fitted concentration of half-maximal effect; % of control where 0% means no effect; nearly all actives have a fitted effect of over 45% in size
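hTERT-immortalized A-T patient fibroblasts ([…]), 500 cells/well in OPTI-MEM, 1% FBS, got compounds for 60 min, then NCS for 30 min at 37C. Lysates were then assayed for phospho-KAP-1 by AlphaLISA (anti-pKAP1 donor, anti-KAP1 acceptor beads), 6 hr at 25C.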
MBNL1-CUG inh = blocks human MBNL1 binding to CUG repeat RNA. AID 2675. TR-FRET MBNL1-His/biotin-(CUG)12 binding, 665/545 ratio. Q9NR56. hit rate 0.036% among 280,000. Potency, µM (top dose mostly 57.5 µM), inactives show at the highest dose activity change, negative = inhibition, actives largely listed as inhibitors; active = well fitted inhibition curve with a large enough effect in the signal ratio, with a control signal flat, not every such curve was filed as active; inconclusive = small, poorly fitted or top-dose-only effect, or effect the other way, or a change in a side signal; inactive = no such curve, though single readings can be large or run the other way; the % refers to the signal ratio; note: potency is the fitted concentration of half-maximal effect; % is set by controls: 0 for no effect and ±100 for the full control effect
Target sequence (Q9NR56 whole entry, looked up): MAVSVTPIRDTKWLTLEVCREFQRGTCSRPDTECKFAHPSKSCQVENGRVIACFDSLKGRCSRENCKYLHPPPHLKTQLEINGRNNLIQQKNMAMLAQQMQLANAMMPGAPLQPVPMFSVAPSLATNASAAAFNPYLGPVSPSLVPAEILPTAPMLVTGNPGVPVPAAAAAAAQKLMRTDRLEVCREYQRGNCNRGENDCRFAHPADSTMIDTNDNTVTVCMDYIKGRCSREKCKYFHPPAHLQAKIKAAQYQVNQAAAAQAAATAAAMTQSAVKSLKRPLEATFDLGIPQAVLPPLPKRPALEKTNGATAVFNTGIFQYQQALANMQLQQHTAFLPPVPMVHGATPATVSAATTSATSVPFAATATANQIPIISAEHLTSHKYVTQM
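MBNL1-His + Biotin-(CUG)12, cpd titration 92 nM–58 uM; Tb anti-His Ab 0.055 ng/ul, SA-XL665 5 nM (final); 60 min RT; ratiometric 665/545 nm, Ex 340 nm; normalized to buffer and full-complex controls.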
Integrin act MD = activators of alpha7 integrin expression for muscular dystrophy; AID 624291; hit rate 0.064% among 350,000; alpha7betagal myoblasts, beta-gal FDG fluorescence, 48 h; Potency, µM (highest dose often 38.3 µM), without a hit: top-dose activation, usual class: activators;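 note: potency is the fitted concentration of half-maximal effect; 100% = response of the positive control SU9516; nearly all actives have a fitted effect of over 60% in size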
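alpha7betagal+/- myoblasts (passage 13, 250/well) treated 48 h at 37C with compounds at 1:260 dilution of DMSO stock. Lysed, then beta-galactosidase activity read as FDG fluorescence (ex 480/em 540) after 30 min, with pre-read for autofluorescence.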
S-ASM inh = blocks human secretory acid sphingomyelinase | Potency, µM (doses to about 57.5 µM), for inactives: at the top dose activity change, negative = inhibition, most hits filed as inhibitors | AID 504937 | P17405 | hit rate 0.006% among 340,000 | placental ASM, HMU-PC fluorogenic substrate, 60 min; note: potency is the fitted concentration of half-maximal effect
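Fluorogenic HMU-PC substrate (9 uM final) is turned over by placental ASM in 60 min at 37 C after a 10 min compound preincubation. Reaction ended by alkaline stop (pH 10), with fluorescence read at 386/447 nm.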
GALK inhibitor = inhibitors of human galactokinase. P51570. Purified GALK, Kinase-Glo residual ATP luminescence. Potency, µM (doses to about 57.5 µM), without a hit: top-dose activity change, negative = inhibition, actives largely listed as inhibitors. hit rate 0.007% among 270,000; note: potency is the fitted concentration of half-maximal effect; % is set by controls: 0 for no effect and ±100 for the full control effect
Target sequence (P51570 whole entry, looked up): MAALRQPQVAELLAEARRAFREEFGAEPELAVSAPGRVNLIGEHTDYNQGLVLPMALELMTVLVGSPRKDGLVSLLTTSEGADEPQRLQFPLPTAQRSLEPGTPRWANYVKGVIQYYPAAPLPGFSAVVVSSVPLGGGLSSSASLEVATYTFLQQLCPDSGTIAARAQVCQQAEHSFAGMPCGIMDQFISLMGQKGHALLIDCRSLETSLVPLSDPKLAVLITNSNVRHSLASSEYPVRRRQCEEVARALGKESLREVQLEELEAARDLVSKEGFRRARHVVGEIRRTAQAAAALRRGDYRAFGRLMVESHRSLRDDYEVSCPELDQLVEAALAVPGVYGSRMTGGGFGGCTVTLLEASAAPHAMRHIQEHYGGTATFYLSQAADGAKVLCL
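ATP-depletion format; final 35 uM ATP, 100 uM D-galactose, 5 nM enzyme; pH 8.0 HEPES/Mg2+ buffer; 60 min RT; luminescence read 10 min after detection reagent.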
KCNH2 3.1 inh = blocks the human KCNH2 3.1 channel isoform; U2OS KCNH2 3.1, thallium flux FluxOr; hits give low values; activity change, % (tested at about 1.8 µM); hit rate 0.95% among 340,000; AID 720553;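 active = maximum activity change below -70%; inconclusive = maximum activity change from -70% to -50%; inactive = maximum activity change above -50%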;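 note: thallium influx rate constant from kinetic fluorescence after stimulation buffer; % is set by controls: 0 for no effect and ±100 for the full control effect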
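Channel expression came from 3.1 mutant virus (1.77 x 10^8 /mL) applied to suspended U2OS cells for 4 h. Flux was tracked with FluxOr dye plus Red40 quencher, and kinetic rate constants normalized to controls.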
hERG WT inh = KCNH2 (human, wildtype) channel inhibition; Q12809; U2OS, BacMam KCNH2, thallium flux FluxOr; hits give low values; activity change, % at 1.84 µM; hit rate 0.37% among 340,000;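 active = maximum activity change below -70%; inconclusive = maximum activity change between -70% and -50%; inactive = maximum activity change above -50%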; note: % is set by controls: 0 for no effect and ±100 for the full control effect
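U2OS cells transduced with wild-type KCNH2 virus are loaded with FluxOr dye for 45 min, and thallium flux is measured in kinetic reads before and after stimulation buffer. Rate constants are normalized to DMSO controls.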
TRPV1 ag = activates the human vanilloid receptor TRPV1. TRPV1-expressing cells, Fluo-8 calcium influx, agonist mode. AID 540275. hit rate 0.19% among 320,000. activation, % at 8.33 µM. Q8NER1; in the data active = activation above about 80%; inconclusive = between about 30% and that limit; note: 0% is about no effect
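TRPV1-expressing cells were cultured overnight at 35.5C and loaded with Fluo-8 calcium dye for 40 to 90 min at room temperature. After a 10 s baseline, compound was added and calcium influx was read kinetically for 3 min (ex 480/em 520 nm).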
The depositor's hits bear a star; ? = inconclusive; . = not tested or not shown; & = joins results of further samples; [ ] = remark or other dose. Unless noted, calls come from the whole dose curve; as a rule, active = well fitted curve in the direction sought with a large enough effect; inconclusive = small, poorly fitted or top-dose-only effect, or another doubt; inactive = no such curve, though single readings can be large; an effect the other way counts as inactive or inconclusive.

[1] CCSc1nc2ccccc2n1Cc1ccccc1F
[2] Cc1c(C(=O)Nc2ccc3c(c2)OCO3)sc2nc(-c3ccccc3)cn12
[3] COc1ccc(C)cc1S(=O)(=O)NCC(c1ccc2c(c1)OCO2)N1CCOCC1 (stereo not given)
[4] Oc1ccc2ccccc2c1Br
[5] COc1ccc2nc(C)cc(N3CCOCC3)c2c1
[6] Cn1cnnc1SCc1ccccc1
[7] Cc1ccc(C2CC2c2n[nH]c(=S)n2-c2cccc(Cl)c2)cc1 (stereo not given)
[8] Nc1cccc(-c2cnc3ccccc3n2)c1
entry no.	1	2	3	4	5	6	7	8
MLL CXXC-DNA inh	2%	35%[activator]	.	1%	-2%	14%	1%	16%
Coupling enz	-2	-4	.	-4	8	3	5	-1
AT treatment	0%	9%	7%	-2%	-2%	-2%	1%	5%
MBNL1-CUG inh	2%	13%	.	-4%	2%	-1%	-4%	?
Integrin act MD	23%	7%	13%	.	-16%	-16%	18%	-3%
S-ASM inh	-1%	-17%	5%	-2%	-2%	-3%	-4%	-4%
GALK inhibitor	0%	0%	.	-2%	0%	-3%	0%	-6%
KCNH2 3.1 inh	-5	3	-4	16	-20	4	4	1
hERG WT inh	0	35	1	0	4	-1	0	5
TRPV1 ag	0	-3	5	1	.	-5	0	-2

[9] CCCCC(=O)NS(=O)(=O)c1ccc(NS(C)(=O)=O)cc1
[10] Cc1ccc(C)c(N(CC(=O)N2CCc3ccccc3C2)S(C)(=O)=O)c1
[11] COc1ccc(-n2c(SCC(=O)Nc3ccc4c(c3)OCO4)nc3ccccc3c2=O)cc1
[12] NNc1nc(-c2ccccc2)c2cc(Cl)ccc2n1
[13] CC(C)Cn1c(-c2ccccc2)nc2ccccc2c1=O
[14] CCN(CC)CCOc1ccc2nc(N(C)C)sc2c1
[15] O=C1c2ccccc2C(Nc2ccccc2)N1c1cccnc1 (stereo not given)
[16] CC(=O)Oc1ccc2occ(C(=O)c3ccccc3)c2c1
entry no.	9	10	11	12	13	14	15	16
MLL CXXC-DNA inh	5%	.	0%	-2%	-1%	-8%&-2%	10%	.
Coupling enz	0	.	0	1	0	-8	4	.
AT treatment	7%	.	3%	8%	-2%	9%	1%	.
MBNL1-CUG inh	-21%	.	-11%	9%	-4%	-4%	-9%	.
Integrin act MD	5%	5%	-20%	16%	11%	3%	24%	6%
S-ASM inh	2%	5%	-2%	20%	1%	2%	-3%	0%
GALK inhibitor	1%	.	0%	-1%	1%	-3%	1%	.
KCNH2 3.1 inh	-1	13	-5	-6	8	3	12	-22
hERG WT inh	-1	1	-29	4	11	1	-6	12
TRPV1 ag	1	.	2	-3	2	-6	14	.

Part of the list above, reformatted.
Each structure is followed by: MLL CXXC-DNA inh | Coupling enz | AT treatment | MBNL1-CUG inh | Integrin act MD | S-ASM inh | GALK inhibitor | KCNH2 3.1 inh | hERG WT inh | TRPV1 ag
[14] CCN(CC)CCOc1ccc2nc(N(C)C)sc2c1
  -8%&-2% | -8 | 9% | -4% | 3% | 2% | -3% | 3 | 1 | -6
[15] O=C1c2ccccc2C(Nc2ccccc2)N1c1cccnc1 (stereo not given)
  10% | 4 | 1% | -9% | 24% | -3% | 1% | 12 | -6 | 14

Additional entries.
[17] CC(=O)N1CCN(c2ccccc2NC(=O)c2ccc(-c3cccc([N+](=O)[O-])c3)o2)CC1
[18] Cc1noc(C)c1CSCC(=O)N(C)CC(=O)Nc1ccccc1Br
[19] COc1ccccc1NC(=O)CCSCCC(=O)Nc1ccccc1OC
[20] CCc1ccc(/C=C2/C(=O)NC(=O)N2C(C)=O)cc1
[21] CC1CC1C(=O)OCC(=O)NC(=O)NC12CC3CC(CC(C3)C1)C2 (stereo not given)
[22] CSc1oc(-c2ccco2)nc1S(=O)(=O)c1ccc(C)cc1
[23] CCN1CCN(S(=O)(=O)c2cc3c(cc2Cl)NC(=O)CO3)CC1
[24] C[C@H]1CN([C@@H](C)CO)C(=O)Cc2cc(NS(C)(=O)=O)ccc2O[C@@H]1CN(C)Cc1ccc(Cl)c(Cl)c1
entry no.	17	18	19	20	21	22	23	24
MLL CXXC-DNA inh	36%[activator]	.	26%	16%	-8%	16%	.	.
Coupling enz	-1	.	0	5	1	-5	2	.
AT treatment	2%	12%	-5%	-1%	2%	.	-5%	-4%
MBNL1-CUG inh	6%	.	0%	?	-1%	28%	-9%	.
Integrin act MD	6%	?	0%	4%	-20%	-7%	-15%	-18%
S-ASM inh	-10%	5%	3%	2%	7%	-4%	2%	-13%
GALK inhibitor	1%	.	1%	2%	4%	0%	.	.
KCNH2 3.1 inh	-11	14	-2	10	-2	.	-1	-45
hERG WT inh	3	0	-11	4	-7	.	22	-24
TRPV1 ag	0	-2	1	25	8	7	-2	.

[25] CN1CCN(CC(O)COC(c2ccccc2)c2ccccc2)CC1 (stereo not given)
[26] C#Cc1ccc([C@@H]2C=C(C(=O)O)O[C@H](OCC)[C@H]2CCCO)cc1
[27] CCC1SC(=NC(=O)c2ccc(Cl)c(Cl)c2)NC1=O (stereo not given)
[28] O=C(NC1CCCCC1)C1CCN(C(=O)c2ccc(Cl)cc2)CC1
[29] Cc1ccc(S(=O)(=O)N2CCOCC2)cc1C(=O)N1CCN(S(=O)(=O)c2cccc(F)c2)CC1
[30] CSc1ccc(CN(C)Cc2nc3cc(C(F)(F)F)ccc3c(=O)[nH]2)cc1
[31] O=[N+]([O-])c1cc(C(F)(F)F)ccc1N1CCCNCC1
[32] O=C(/C=C/c1cccc(F)c1)Nc1cc(S(=O)(=O)N2CCOCC2)ccc1Cl
entry no.	25	26	27	28	29	30	31	32
MLL CXXC-DNA inh	9%	.	-1%	0%	.	-6%	-5%	.
Coupling enz	0	.	3	2	.	-3	0	.
AT treatment	3%	.	-3%	-14%	4%	0%	-10%	11%
MBNL1-CUG inh	-2%	.	1%	-2%	.	0%	11%	.
Integrin act MD	-3%	3%	-14%	-12%	1%	-7%	-31%	12%
S-ASM inh	-2%	0%	-3%	3%	6%	1%	-9%	-1%
GALK inhibitor	16%	.	-5%	1%	.	-3%	1%	.
KCNH2 3.1 inh	-1	-9	-20	15	-15	-16	-31	-16
hERG WT inh	3	4	-11	-3	-5	10	21	2
TRPV1 ag	1	.	-6	3	-8	12	7	.

Molecules listed so far with two or more sulfur atoms (3):
[9] CCCCC(=O)NS(=O)(=O)c1ccc(NS(C)(=O)=O)cc1
[22] CSc1oc(-c2ccco2)nc1S(=O)(=O)c1ccc(C)cc1
[29] Cc1ccc(S(=O)(=O)N2CCOCC2)cc1C(=O)N1CCN(S(=O)(=O)c2cccc(F)c2)CC1
entry no.	9	22	29
MLL CXXC-DNA inh	5%	16%	.
Coupling enz	0	-5	.
AT treatment	7%	.	4%
MBNL1-CUG inh	-21%	28%	.
Integrin act MD	5%	-7%	1%
S-ASM inh	2%	-4%	6%
GALK inhibitor	1%	0%	.
KCNH2 3.1 inh	-1	.	-15
hERG WT inh	-1	.	-5
TRPV1 ag	1	7	-8

The list continues:
[33] COc1ccc(S(=O)(=O)N2CCCCCC2)cc1C(=O)NCCc1ccc(F)cc1
[34] CCCCOc1ccc(N(CC(=O)NC(C)C)C(=O)CCC(=O)Nc2ccccn2)cc1
[35] COc1ccc(NC(=O)Cn2ccc3c(OC)cccc3c2=O)cc1
[36] O=C(Nc1ccc(F)cc1F)N1CCCN(c2ccc([N+](=O)[O-])cn2)CC1
[37] CC(=O)c1ccccc1N(C(=O)c1ccco1)C(C(=O)NC1CCCC1)c1ccc(C)cc1 (stereo not given)
[38] COc1ccc(N(CC(=O)Nc2cccc(C(C)=O)c2)S(C)(=O)=O)cc1OC
[39] CCCc1nc2oc3c(NCCN4CCOCC4)ncnc3c2c2c1CCCC2
[40] Cc1ccnc(NC(c2ccncc2)c2c(C)[nH]c3ccccc23)c1 (stereo not given)
[41] CC(C)c1ccc(/C=C/C(=O)Nc2nncs2)cc1
[42] CN(C)c1ccc(N2CN=C3SCC(=O)N3C2)cc1
entry no.	33	34	35	36	37	38	39	40	41	42
MLL CXXC-DNA inh	.	2%	1%	3%	-6%	10%	-6%	3%	7%	15%
Coupling enz	.	-1	0	2	1	0	2	3	-2	-51*
AT treatment	-2%	3%	3%	-3%	-5%	2%	4%	2%	10%	0%
MBNL1-CUG inh	.	4%	2%	?	-6%	2%	0%	1%	-4%	?
Integrin act MD	6%	0%	4%	-4%	-16%	26%	17%	-36%[inhibitor]	-16%	-59%[inhibitor]
S-ASM inh	-1%	7%	-2%	-2%	-2%	0%	-1%	8%	10%	-1%
GALK inhibitor	.	0%	1%	.	-1%	14%	-5%	0%	0%	3%
KCNH2 3.1 inh	-5	14	-6	-1	11	24	9	8	4	1
hERG WT inh	-2	2	3	-3	-2	14	-1	11	2	-3
TRPV1 ag	23	5	-3	13	1	0	8	1	?	-2
